Screening results from PubChem.
Wee1 stabilizer: inhibitors of human Wee1 degradation; 1.2% of 220,000 active; HeLa Luc-Wee1K328M stability, luciferase luminescence; 100% = proteasome inhibitor MG132 effect; reporter increase, % at 5 µM; P30291; AID 1321;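 active = activation above the mean of all tested compounds plus 3 SD, set per screening run, cut at about 8.8% in these data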;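 also: cells exposed to compound for 20 h before luminescence read; 0% = DMSO alone and 100% = MG132 at 30 µM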
FXIa inh 1536: blocks human coagulation factor XIa protease activity; purified FXIa, Boc-Glu-Ala-Arg-AMC fluorogenic substrate; inhibition, % at 5 µM; P03951; 0.14% of 220,000 active;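 active = inhibition of at least 40%; inactive = inhibition below 40%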;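 also: fluorescence of freed AMC excited at 355 nm; 0% = enzyme without compound and 100% = no enzyme blank; many of its hits are not listed in these tables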
Target sequence (P03951 19-387 limits assumed): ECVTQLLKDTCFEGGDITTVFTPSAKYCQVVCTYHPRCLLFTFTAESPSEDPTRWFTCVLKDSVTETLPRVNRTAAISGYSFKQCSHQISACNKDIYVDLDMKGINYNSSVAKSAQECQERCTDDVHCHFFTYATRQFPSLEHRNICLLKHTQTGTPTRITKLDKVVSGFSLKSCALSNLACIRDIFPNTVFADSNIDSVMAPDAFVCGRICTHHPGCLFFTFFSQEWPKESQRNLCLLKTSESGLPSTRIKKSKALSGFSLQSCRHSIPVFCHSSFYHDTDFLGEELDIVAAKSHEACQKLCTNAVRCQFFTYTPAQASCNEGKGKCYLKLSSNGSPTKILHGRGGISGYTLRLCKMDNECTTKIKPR
Target sequence (P03951 388-625 limits assumed): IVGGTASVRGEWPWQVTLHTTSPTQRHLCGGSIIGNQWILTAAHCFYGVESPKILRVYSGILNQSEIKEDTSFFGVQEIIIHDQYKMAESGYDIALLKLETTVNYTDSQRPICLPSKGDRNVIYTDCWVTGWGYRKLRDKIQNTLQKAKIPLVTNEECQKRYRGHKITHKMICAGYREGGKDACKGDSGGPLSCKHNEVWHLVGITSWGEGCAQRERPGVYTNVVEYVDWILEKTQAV
TNF necrop inh: TNF-alpha cell death inhibition in Jurkat FADD-/- cells | Jurkat FADD-/- TNF necroptosis rescue, ATP luminescence, 24 h; 0 = TNF only, 100 = no-TNF cells | activation (protection from cell death), % at 10 µM | 0.068% of 220,000 active;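 active = activation, meaning protection from cell death, of at least 50% relative to plate controls; inactive = activation below 50%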;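 also: necroptosis triggered by 40 ng/mL TNF-alpha added together with compound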
EP2 antag: blocks the human prostaglandin E2 receptor EP2. inhibition, % at 25 µM. 0.52% of 260,000 active. P43116. AID 1422. C6 glioma cells expressing human EP2, cAMP TR-FRET; cells stimulated with saturating PGE2;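 active = percent inhibition above 40 after rounding to a whole number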;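 also: rat C6 glioma host cells with rolipram phosphodiesterase inhibitor present; the protocol text gives 20 µM as final concentration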
Target sequence (P43116 whole entry, looked up): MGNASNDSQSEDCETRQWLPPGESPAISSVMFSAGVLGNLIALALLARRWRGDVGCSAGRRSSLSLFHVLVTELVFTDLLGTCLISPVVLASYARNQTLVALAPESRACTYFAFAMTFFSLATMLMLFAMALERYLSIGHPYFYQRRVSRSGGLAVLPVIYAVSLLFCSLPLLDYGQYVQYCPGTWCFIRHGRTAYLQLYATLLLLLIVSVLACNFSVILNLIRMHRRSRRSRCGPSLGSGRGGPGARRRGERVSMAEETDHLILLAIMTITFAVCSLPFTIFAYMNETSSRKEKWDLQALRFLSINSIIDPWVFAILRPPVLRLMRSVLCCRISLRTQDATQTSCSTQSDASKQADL
zVAD death inh: blocks zVAD induced death of L929 cells; L929 zVAD necroptosis rescue, ATP luminescence, 24 h; with zVAD 60 µM; viability rescue, % at 10 µM; 0.38% of 220,000 active; AID 1377;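 active = activation, scaled between plate controls, above about 75%, limit read from the data; inactive = activation under that limit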;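 also: 0% = zVAD with DMSO and 100% = DMSO alone without zVAD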
PPC-1+TRAIL kill: compounds killing PPC-1 cancer cells with TRAIL present (potentiator screen, no TRAIL-free arm). PPC-1 cells + TRAIL, ATPLite viability luminescence. 0.41% of 220,000 active. cell killing (% activity), % at 4 µM. AID 1443;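 active = cell killing above 50% in the first pass at 4 µM, then a duplicate retest at 5 µM averaging 50% or more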;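 also: plate controls were cells with TRAIL plus DMSO for no effect and medium-only wells lacking cells for full effect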
Tb hexokinase: blocks Trypanosoma brucei hexokinase 1 activity; AID 1430; recombinant TbHK1, G6PDH-coupled NADH A340; inhibition, % at 10 µM; 0.11% of 220,000 active;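 active = inhibition of 50% or more in the single-dose primary screen; inactive = inhibition below 50%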
FXIIa inh 1536: inhibitors of human coagulation factor XIIa; AID 800; P00748; 0.3% of 220,000 active; purified FXIIa, Boc-QGR-AMC fluorogenic substrate, 2 h; inhibition, % at 5 µM; in the data active = inhibition above about 40%;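 also: 0% = enzyme with no compound and 100% = blank without enzyme; many of its hits are not listed in these tables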
CHOP inh: inhibitors of CHOP induction in ER stress response | CHO-K1 CHOP-promoter luciferase, tunicamycin-induced, 15-18 h | inhibition, % at 10 µM | 3.8% of 220,000 active | AID 2732;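 active = compounds that reduced the stress-induced luciferase reporter signal by more than about 70% of percent inhibition, limit read from the data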;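 also: 0% = tunicamycin plus vehicle and 100% = wells without tunicamycin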
* marks the source's active call; other numbers are inactive results; / = no result given; & = joins results of further samples.

SMILES | Wee1 stabilizer | FXIa inh 1536 | TNF necrop inh | EP2 antag | zVAD death inh | PPC-1+TRAIL kill | Tb hexokinase | FXIIa inh 1536 | CHOP inh
CN(C)CCN(C(=O)c1ccc2c(c1)OCCO2)c1nc2ccc(Cl)cc2s1 | -1.0 | -5.0 | 4.6 | 2.6 | 0.7 | 10.4 | -1.1 | 5.9 | -5.1
CCOC(=O)C1CCN(C(=O)Nc2ccc(NC(=O)C3CCN(C(=O)OCC)CC3)cc2)CC1 | -0.1 | 9.2 | 3.6 | 6.7 | 1.0 | 32.7 | 0.7 | 10.1 | 20.4
O=S(=O)(N/N=C/c1ccc2c(c1)OCCO2)c1ccc(Cl)cc1 | -0.6 | -3.4 | -2.3 | 6.1 | 0.5 | 20.3 | -10.3 | 4.1 | 1.1
CCOc1ccc(C2CC(c3cccc(Cl)c3)n3nc(N)nc3N2)cc1 (stereo unspecified) | -1.0 | 5.4 | -0.1 | 2.9 | 6.4 | 23.9 | -1.4 | 0.0 | 48.0
CC(NC(=O)Cc1c(F)cccc1Cl)C1CCCO1 (stereo unspecified) | -1.1 | 5.9 | 0.6 | 7.3 | 0.0 | -19.0 | 10.8 | 11.6 | -6.1
COc1cc(OC)c(NS(=O)(=O)c2ccc(Cl)c(C(=O)OC(C)C(=O)N3CCCC3)c2)cc1Cl (stereo unspecified) | 3.5 | 2.2 | 0.6 | 4.0 | -1.0 | -19.0 | -10.1 | 5.5 | 64.7
C=CCOC(=O)/C(=C/c1cccc2ccccc12)NC(=O)c1ccccc1 | 2.6 | 6.8 | 1.6 | 10.0 | 1.2 | 14.4 | -3.2 | 3.1 | 13.7
CCN(Cc1ccccc1)C(=O)C1CCN(Cc2ccc(SC)cc2)CC1 | -3.5 | -2.9 | 2.0 | 6.4 | 0.0 | 14.4 | -1.0 | 6.4 | 6.8
Cc1cccc(OCCCCc2c(C)n[nH]c2C)c1C | 0.4 | 3.0 | 0.7 | 3.8 | -0.2 | -27.9 | 8.2 | 14.3 | 94.6*
Cc1onc(-c2c(F)cccc2Cl)c1C(=O)OCC(=O)c1c(N)n(C)c(=O)n(C)c1=O | -1.1 | -1.1 | -2.8 | 3.4 | -1.2 | -16.6 | 7.7 | 5.4 | 26.4
COc1cccc(C(=O)NCc2ccc3[nH]c(C)cc3c2)c1 | -3.6 | 1.8 | 1.0 | 5.9 | 2.6 | 22.5 | 2.5 | 8.1 | -5.7
CS(=O)(=O)N(Cc1ccc(Cl)cc1)c1ccc(C(=O)NCc2ccccn2)cc1 | -1.1 | -0.2 | 2.8 | 5.0 | 0.5 | 0.6 | -20.6 | 10.7 | 9.7
COc1ccc(NC(=O)C(NC(=O)c2ccc(=O)[nH]c2)c2ccc(C)cc2)cc1 (stereo unspecified) | -0.8 | -4.2 | 3.6 | 8.7 | 0.4 | 5.5 | 23.9 | 9.0 | 22.4
CCOC(=O)CCC(=O)NCc1ccc2c(c1)cc(C)n2C | -1.8 | -2.1 | -1.5 | 5.3 | 1.9 | -1.4 | -3.5 | 15.6 | -0.3
O=C(NCC1CCS(=O)(=O)C1)Oc1ccccc1 (stereo unspecified) | -4.5 | 1.3 | -1.9 | 5.7 | -0.5 | 13.5 | -0.7 | 6.5 | -1.4
CCNC(=O)N1CCOCC1 | -2.4 | 0.5 | 0.2 | 9.6&9.9 | 0.2 | 22.9 | 24.2 | 3.7 | 9.6
CN(C)C(=O)c1c([N+](=O)[O-])c(C(C)(C)C)nn1C | -1.6 | 10.5 | 0.8 | 5.6 | 0.6 | 12.0 | 3.4 | 15.5 | -13.9
Cc1oc2ccccc2c1-c1cn2c(n1)SCC2 | 0.1 | -2.3 | -1.4 | 4.3 | 0.1 | 7.5 | -7.0 | 8.8 | 11.8
C=CCOc1cccc(CNc2cccc(C(=O)O)c2)c1 | -2.0 | 2.6 | 0.9 | 4.1 | 0.4 | -0.9 | 13.6 | 10.1 | -14.8
CCCCCCCC(=O)NNC(=O)c1ccc([N+](=O)[O-])cc1 | -0.2 | 1.5 | -1.2 | 4.0 | 0.0 | 4.3 | -4.1 | 20.2 | -9.0
COc1ccccc1NS(=O)(=O)c1cc(NC(=O)c2sc3cc(Cl)ccc3c2Cl)ccc1C | 1.9 | 6.7 | -0.1 | 12.8 | -1.4 | 6.7 | -6.2 | 16.4 | 8.0
Cc1nc(-c2ccc(Cl)cc2)sc1C1(C)CC(c2ccc(C#N)cc2)=NO1 (stereo unspecified) | / | 0.5 | 2.2 | 7.5 | 0.0 | 17.1 | -19.2 | 5.2 | 8.8
N#C/C(=C\c1c(Cl)cccc1Cl)c1nc2ccccc2[nH]1 | -2.8 | -3.2 | 4.8 | 7.3 | 2.4 | 6.2 | -27.2 | -0.6 | 2.8
COc1ccc(-c2cc(C(F)F)nc(-n3nc(C)cc3C)n2)cc1 | 0.0 | -2.2 | 0.0 | 7.4 | 1.0 | -2.1 | -16.6 | 13.4 | -12.6
Cc1ccc(CC(CC(=O)O)C(=O)NCC23CC4CC(CC(C4)C2)C3)cc1 (stereo unspecified) | 0.4 | -4.5 | 0.1 | 4.3 | 0.3 | -15.5 | -5.4 | 0.5 | -15.6
O=C(O)CC1(CC(=O)NCc2ccncc2)CCCCC1 | 2.5 | 27.8 | 0.7 | 7.4 | -0.5 | 7.6 | -12.1 | 41.4* | -2.3
Oc1c(N=Nc2ccccc2)sc2ccccc12 | 9.8* | 2.7 | -4.1 | 6.8 | 0.9 | 16.6 | -1.5 | 7.6 | 28.4
COc1ccccc1N1CCN(Cc2nc(N)nc(Nc3ccc(C)cc3)n2)CC1 | 1.3 | 5.3 | -3.9 | 11.1 | 3.4 | 12.4 | 2.8 | 16.1 | 37.6
CCC(C(=O)Nc1ncc(C)s1)c1ccccc1 (stereo unspecified) | 0.0 | -5.5 | 8.1 | 7.1 | 1.7 | 5.8 | -3.9 | -2.4 | 12.1
CCOc1cc(/C=N/NC(N)=O)cc(Br)c1OCC(=O)Nc1ccccc1C | 0.3 | 3.5 | -12.4 | 12.2 | 0.5 | 4.3 | -7.1 | 12.8 | -18.5
CCn1cc(C(=O)N2CC(C)CC(C)C2)c(=O)c2cc(S(=O)(=O)N3CCOCC3)ccc21 (stereo unspecified) | -2.0 | 0.3 | -2.1 | 5.5 | -0.2 | 5.3 | -29.9 | 18.4 | -22.9
O=C1c2cccnc2C(=O)N1c1ccccc1-c1ccccc1 | -0.5 | 4.5 | 1.1 | 3.4 | 0.4 | 26.5 | -0.1 | 2.7 | 8.4
CS(=O)(=O)N(CC(=O)N1CCCCCC1)c1ccc2c(c1)OCCO2 | -2.3 | -6.6 | 0.7 | 5.9 | 0.9 | 9.1 | -0.1 | -4.5 | 12.9
O=C(Cn1c(=O)[nH]n(-c2ccccc2)c1=O)N1CCCc2ccccc21 | 0.2 | 0.6 | -1.2 | 3.6 | 0.0 | 8.7 | -6.4 | 13.2 | 21.6
O=S(=O)(Cc1ccccc1)NCc1cccnc1 | 0.9 | 5.7 | -0.7 | -0.9 | -0.2 | 5.1 | 0.1 | 18.7 | -15.1
C/C(=N\OCC(=O)Nc1c(C)cc(C)cc1C)c1ccc2c(c1)OCCO2 | 4.0 | 7.5 | 2.0 | 4.0 | 4.2 | 17.2 | -1.7 | 15.1 | 16.2
COCCN(Cc1cc2cc(C)ccc2nc1Cl)C(=O)Nc1ccccc1OC | 2.7 | 1.8 | 0.5 | 5.7 | 0.6 | / | 2.4 | 9.9 | 5.0
COc1ccc(C(C(=O)Nc2ccc(F)cc2)N(C(=O)Cn2nnc3ccccc32)C2CC2)cc1 (stereo unspecified) | 0.7 | -2.3 | -5.9 | / | 0.1 | 33.9 | 3.0 | 12.8 | -4.2
Cc1oc2c(CN(C)C)c(O)ccc2c(=O)c1-c1ccc2ccccc2n1 | -2.4 | -0.2 | -0.1 | 4.1 | 0.1 | 14.8 | -53.3 | 13.3 | 9.5
O=C(Nc1ccc(S(=O)(=O)Nc2nccc(C3Cc4ccccc4C(=O)O3)n2)cc1)c1ccccc1 (stereo unspecified) | -2.8 | 0.6 | -0.3 | 6.9 | 1.5 | -12.7 | -2.5 | 10.0 | -7.6
Cc1ccc(SCC2=NN(c3nc(C)cc(C)n3)C(=O)C2)cc1 | -3.4 | 26.4 | -0.1 | 4.1 | -0.5 | -0.5 | 2.5 | 17.6 | 13.6
CCC(=O)Nc1ccc(Cl)c(NC(=O)c2ccc([N+](=O)[O-])cc2)c1 | 4.8 | 4.4 | 2.4 | 12.8 | 0.8 | 10.0 | 24.8 | 18.1 | -0.9
Cc1ccc(N/C=C(\C#N)S(=O)(=O)c2ccccc2)cc1 | 3.2 | -3.2 | 1.6 | 10.4 | 1.2 | -11.7 | -14.4 | 1.2 | 19.4
CCCc1cc(=O)oc2c(CN3CCCC3)c(O)ccc12 | -0.1 | -30.3 | 0.0 | 28.4 | -0.1 | 12.3 | -26.2 | -63.5 | 9.5
CC(Sc1nc(N)cc(=O)[nH]1)C(=O)Nc1cccc(Cl)c1 (stereo unspecified) | 4.4 | -1.6 | 2.1 | 5.4 | 0.2 | 12.0 | 21.7 | -3.1 | 12.6
C=CCC(CC=C)(NC(=O)c1ccccc1C(=O)O)c1ccccc1 | -2.8 | 5.4 | 0.6 | 6.8 | 0.0 | -11.8 | 27.4 | 13.2 | 2.0
Cc1nn(-c2ccc([N+](=O)[O-])cc2)c2c1C(c1cccc(Br)c1)N1C(=N2)C(=O)Nc2ccccc21 (stereo unspecified) | 1.4 | 1.7 | -7.7 | 7.7 | 0.5 | 22.1 | -11.5 | 11.4 | 54.8
Cc1ccc(NC(=O)CN2CCC(NC(=O)Cc3ccccc3)CC2)cc1C | -1.4 | 1.8 | -0.1 | 5.6 | -0.2 | 3.3 | 0.7 | 15.8 | 12.5

Structures shown so far that contain bromine (2):
SMILES | Wee1 stabilizer | FXIa inh 1536 | TNF necrop inh | EP2 antag | zVAD death inh | PPC-1+TRAIL kill | Tb hexokinase | FXIIa inh 1536 | CHOP inh
CCOc1cc(/C=N/NC(N)=O)cc(Br)c1OCC(=O)Nc1ccccc1C | 0.3 | 3.5 | -12.4 | 12.2 | 0.5 | 4.3 | -7.1 | 12.8 | -18.5
Cc1nn(-c2ccc([N+](=O)[O-])cc2)c2c1C(c1cccc(Br)c1)N1C(=N2)C(=O)Nc2ccccc21 (stereo unspecified) | 1.4 | 1.7 | -7.7 | 7.7 | 0.5 | 22.1 | -11.5 | 11.4 | 54.8

The results go on:
SMILES | Wee1 stabilizer | FXIa inh 1536 | TNF necrop inh | EP2 antag | zVAD death inh | PPC-1+TRAIL kill | Tb hexokinase | FXIIa inh 1536 | CHOP inh
CCCCc1ccc(Nc2ncccc2C#N)cc1 | 8.6 | -4.1 | -4.7 | 3.1 | 0.1 | 18.2 | -3.4 | -7.9 | 45.3
COCP(=O)(c1ccccc1)c1ccccc1 | 0.7 | 1.3 | 0.4 | 6.0 | 0.8 | -9.9 | -3.3 | 9.3 | -12.5
CC(O)CNc1ccc(-c2nn(C)c(=O)c3ccccc23)cc1[N+](=O)[O-] (stereo unspecified) | -2.5 | 0.9 | -1.1 | 10.6 | 12.5 | 16.2 | -16.8 | / | 15.1
Oc1cc(Cc2ccccc2)cnc1CN1CCOCC1 | -0.9 | -6.3 | 1.4 | 11.5 | -0.1 | -5.1 | 5.9 | -4.5 | -30.0
CCOCCCNC(=O)c1cc(Sc2ccc(C)cc2)nc2ccccc12 | -0.8 | -6.8 | 1.8 | 8.5 | 0.8 | 0.1 | -15.8 | 6.1 | 41.6
CCOc1ccc(NC(=O)CC2Nc3ccccc3NC2=O)cc1 (stereo unspecified) | -2.2 | -5.2 | 2.3 | 4.4 | 2.8 | 1.8 | -9.0 | -1.0 | -7.0
Cc1cc(C)n2c(Br)c(CN3CCCC(C)C3)nc2n1 (stereo unspecified) | -1.6 | 0.7 | -0.2 | 5.0 | 0.4 | 24.6 | 2.2 | 4.3 | -15.8

An excerpt, so the mix of outcomes need not match the whole.
